Tcruzi prolif: T. cruzi proliferation inhibition; T. cruzi beta-gal in NIH3T3, GalScreen luminescence, 90 h; inhibition, % at 8.34 µM; hit rate 5.9% among 77,000;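 active means mean inhibition above about 93%, with at least 55% of replicates each passing it, limit read from the data, passing the limit was not always enough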
KDM4C inh: blocks human GASC-1 (KDM4C) demethylase activity. Q9H3R0. GST-KDM4C 2-372, H3K9me3 peptide, LANCE TR-FRET. inhibition, % at 12.5 µM. hit rate 0.15% among 96,000;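 active means mean replicate inhibition above about 25%, with at least 55% of replicates also reaching it, limit read from the data, passing the limit was not always enough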
Target sequence (Q9H3R0 2-372 limits assumed): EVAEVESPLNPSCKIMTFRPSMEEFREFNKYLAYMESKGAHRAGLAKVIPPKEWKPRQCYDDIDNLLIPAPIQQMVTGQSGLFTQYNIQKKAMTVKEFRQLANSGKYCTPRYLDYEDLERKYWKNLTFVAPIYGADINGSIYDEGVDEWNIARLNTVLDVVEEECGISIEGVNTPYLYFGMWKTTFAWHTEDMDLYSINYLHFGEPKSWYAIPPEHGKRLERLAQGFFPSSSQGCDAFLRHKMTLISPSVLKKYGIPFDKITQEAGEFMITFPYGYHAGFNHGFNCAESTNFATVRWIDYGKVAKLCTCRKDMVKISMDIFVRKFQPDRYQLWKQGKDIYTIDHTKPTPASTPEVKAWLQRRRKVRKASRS
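System – N-terminal GST-fused human GASC-1 (KDM4C) fragment, residues 2-372 · Input – enzyme final amount 10 nM · Technique – LANCE TR-FRET, Eu antibody, ULight-streptavidin, EDTA, ex 340 nm, em 618/671 nm · Medium – HEPES buffer, pH 7.5, plus ascorbate · Incubation – enzyme reaction 30 min, then detection 60 min, both room temperature · Reagent – H3K9me3 peptide with Fe(II)/2OG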
C diff HTS: inhibitors of Clostridium difficile growth. AID 1259249. hit rate 0.25% among 86,000. Clostridium difficile clinical isolate growth, OD600, 24 h; active compounds read low. growth activity, negative = inhibition, % at 16 µg/mL (by protocol);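 active means mean growth activity at or below -80% and every replicate also at or below -80%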;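 further: 0% = DMSO wells and -100% = levofloxacin 16 µg/mL wells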
Pf Dd2 growth: P. falciparum Dd2 growth inhibition | SYBR Green, 72 h; active compounds read low | activity change, % at 10 µM | hit rate 2.3% among 94,000 | AID 1159554; in the data active means activity change below about -80%
* hit, by the source's call; x = not tested or not shown.

#	SMILES	Tcruzi prolif	KDM4C inh	C diff HTS	Pf Dd2 growth
1	CN1C(=O)c2cc(NS(C)(=O)=O)ccc2OC[C@H]2O[C@@H](CC(=O)O)CC[C@@H]21	-11	2.1	4	10
2	Cc1noc(C)c1S(=O)(=O)Nc1ccc2c(c1)C(=O)N([C@@H](C)CO)C[C@H](C)[C@H](CN(C)Cc1ccc(C(=O)O)cc1)OCCCC[C@H](C)O2	49	0.2	9	-3
3	CC(C)NC(=O)N(C)C[C@H]1Oc2ccc(NS(=O)(=O)c3ccccc3)cc2CC(=O)N([C@@H](C)CO)C[C@@H]1C	-8	-0.2	-4	-1
4	O=C(C[C@H]1CC[C@H]2[C@@H](COC[C@@H](O)CN2Cc2ccncc2)O1)NCc1ccncc1	58	10.0	x	3
5	C[C@H](CO)N1C[C@H](C)[C@@H](CN(C)C)Oc2ncc(-c3cccnc3)cc2C1=O	-81	x	-1	33
6	C[C@H]1CCCCO[C@@H](CN(C)Cc2ccc3c(c2)OCO3)[C@@H](C)CN([C@@H](C)CO)C(=O)c2cc(NS(=O)(=O)c3ccc(F)cc3)ccc2O1	73	0.0	x	-59
7	COc1ccc(S(=O)(=O)N(C)C[C@H]2OCCCC[C@H](C)Oc3ccc(NC(=O)Nc4ccc(F)cc4)cc3C(=O)N([C@@H](C)CO)C[C@H]2C)cc1	-1	-2.3	2	-79
8	CCS(=O)(=O)N1CC2(C1)[C@@H](c1ccccc1)[C@@H](CO)N2Cc1ccccn1	x	1.5	0	4
9	COc1ccc(NC(=O)N[C@@H]2CC[C@H](CC(=O)NC3CCC3)O[C@@H]2CO)cc1	22	-0.5	x	-51
10	COc1ccc(CN(C)C[C@H]2OCCCC[C@H](C)Oc3ccc(NC(=O)Nc4ccc(C(F)(F)F)cc4)cc3C(=O)N([C@H](C)CO)C[C@@H]2C)cc1	52	-3.4	-33	-37
11	Cc1ccc(S(=O)(=O)N[C@H]2C=C[C@@H](CC(=O)NCc3ccc(Cl)c(Cl)c3)O[C@H]2CO)cc1	59	-0.3	-9	0
12	O=C(C[C@@H]1CC[C@@H](NC(=O)c2cccc(F)c2)[C@@H](CO)O1)NCc1ccccc1	1	-2.6	4	13
13	C[C@H]1CN([C@@H](C)CO)C(=O)c2cccc(NC(=O)CCCCCC(=O)Nc3ccccc3N)c2O[C@@H]1CN(C)C	x	0.1	-3	-67
14	C[C@@H]1CN([C@@H](C)CO)C(=O)c2cccc(NC(=O)C3CCOCC3)c2O[C@@H]1CN(C)S(=O)(=O)c1cn(C)cn1	-39	-0.3	3	20
15	CCNC(=O)C[C@@H]1CC[C@@H]2[C@@H](COc3ccc(NC(=O)Nc4cccc(OC)c4)cc3C(=O)N2C)O1	14	-0.9	1	-6
16	CC(C)NC(=O)N1CCCCN2[C@H](CO)[C@H](c3ccc(Br)cc3)[C@H]2C1	69	4.5	13	17
17	CC(=O)N1C[C@H]2[C@@H](c3ccccc31)[C@@H](CO)N2Cc1ccc(Cl)cc1	11	-0.7	-5	-4
18	C[C@H](CO)N1C[C@H](C)[C@H](CN(C)C(=O)Nc2ccccc2)OCCCC[C@H](C)Oc2ccc(NC(=O)c3ccncc3)cc2C1=O	20	-2.5	1	-22
19	CN1C(=O)c2cc(NC(=O)C3CCOCC3)ccc2OC[C@@H]2O[C@H](CC(=O)NCC3CCCCC3)CC[C@H]21	8	0.9	-13	x
20	Cc1noc(C)c1NC(=O)N(C)C[C@@H]1OCCCC[C@@H](C)Oc2ccc(NC(=O)Nc3ccccc3)cc2C(=O)N([C@@H](C)CO)C[C@H]1C	-17	-0.4	0	8
21	COc1ccc(NC(=O)N2C[C@@H]3[C@H](c4ccccc42)[C@@H](CO)N3C(=O)C2CCCCC2)cc1	-16	0.2	-4	-2
22	CC(C)NC(=O)N(C)C[C@H]1OCc2ccccc2-c2ccccc2C(=O)N([C@@H](C)CO)C[C@H]1C	76	0.8	x	-74
23	Cc1noc(C)c1NC(=O)Nc1cccc2c1O[C@H](CN(C)CC1CCCCC1)[C@H](C)CN([C@@H](C)CO)C2=O	18	-0.9	2	-20
24	COc1ccc(CN(C)C[C@@H]2Oc3ccc(NS(=O)(=O)c4ccc(Cl)cc4)cc3C(=O)N([C@H](C)CO)C[C@H]2C)cc1	84	-0.2	2	14
25	C[C@H]1CN([C@@H](C)CO)C(=O)Cc2cc(NS(=O)(=O)c3ccccc3)ccc2O[C@@H]1CN(C)S(C)(=O)=O	9	0.6	-7	18
26	C[C@H]1CN([C@@H](C)CO)S(=O)(=O)c2ccc(/C=C/c3ccccc3)cc2O[C@@H]1CN(C)Cc1ccc(C(=O)O)cc1	80	10	17	-18
27	C[C@H](CO)N1C[C@H](C)[C@@H](CN(C)S(=O)(=O)c2ccc(F)cc2)Oc2ccc(NS(=O)(=O)c3cccs3)cc2C1=O	54	0.2	-4	-23
28	C[C@@H]1CN([C@@H](C)CO)C(=O)c2cccc(NC(=O)Nc3ccc4c(c3)OCO4)c2O[C@@H]1CN(C)S(=O)(=O)c1cccs1	-17	-0.8	x	-23
29	Cc1noc(C)c1NC(=O)Nc1ccc2c(c1)C(=O)N(C)[C@H]1CC[C@@H](CC(=O)NCc3ccc(Cl)cc3)O[C@H]1CO2	22	3.8	-8	x
30	C[C@H]1CN([C@@H](C)CO)C(=O)c2cc(-c3ccccc3F)cnc2O[C@H]1CN(C)Cc1cccc(F)c1	x	-1.0	x	-25
31	COc1ccc(NC(=O)N[C@@H]2CC[C@@H](CCNC(=O)c3cc(Cl)cc(Cl)c3)O[C@@H]2CO)cc1	7	0.3	x	11
32	CNC[C@H]1Oc2ccc(NS(C)(=O)=O)cc2CC(=O)N([C@H](C)CO)C[C@H]1C	2	-0.5	-2	43
33	COc1ccc2c3c(n(C)c2c1)[C@@H](CO)N(Cc1ccccc1F)CC31CN(C(=O)C2CCOCC2)C1	x	0.4	2	-22
34	Cc1ccc(S(=O)(=O)Nc2cccc3c2O[C@H](CN(C)C(=O)NC(C)C)[C@@H](C)CN([C@@H](C)CO)C3=O)cc1	70	-0.5	0	23
35	CN1C(=O)c2cc(NC(=O)c3ccc(Cl)cc3)ccc2OC[C@@H]2O[C@H](CC(=O)O)CC[C@@H]21	-5	-0.5	-3	24
36	N#C[C@H]1[C@@H](c2ccccc2-c2cccc(F)c2)[C@@H](CO)N1C(=O)C1CCOCC1	x	0.4	-12	7
37	Cc1cccc(-c2ccc([C@@H]3[C@H](CO)N4CCCCN(S(=O)(=O)c5ccccc5C)C[C@@H]34)cc2)c1	64	-0.5	-3	-77
38	Cc1noc(C)c1S(=O)(=O)N(C)C[C@@H]1Oc2c(NC(=O)C3CCCCC3)cccc2C(=O)N([C@H](C)CO)C[C@@H]1C	-181	-2.1	5	-16
39	C[C@@H]1CN([C@@H](C)CO)C(=O)Cc2cc(NC(=O)Cn3cnnn3)ccc2O[C@@H]1CN(C)CC1CC1	-14	-0.1	-5	1
40	COc1ccc(NC(=O)Nc2ccc3c(c2)C(=O)N([C@@H](C)CO)C[C@H](C)[C@@H](CN(C)S(C)(=O)=O)OCCCC[C@@H](C)O3)cc1	-41	-0.4	12	-14

Sorted by molar mass (descending): part of the list above
#	SMILES	Tcruzi prolif	KDM4C inh	C diff HTS	Pf Dd2 growth
29	Cc1noc(C)c1NC(=O)Nc1ccc2c(c1)C(=O)N(C)[C@H]1CC[C@@H](CC(=O)NCc3ccc(Cl)cc3)O[C@H]1CO2	22	3.8	-8	x
34	Cc1ccc(S(=O)(=O)Nc2cccc3c2O[C@H](CN(C)C(=O)NC(C)C)[C@@H](C)CN([C@@H](C)CO)C3=O)cc1	70	-0.5	0	23
31	COc1ccc(NC(=O)N[C@@H]2CC[C@@H](CCNC(=O)c3cc(Cl)cc(Cl)c3)O[C@@H]2CO)cc1	7	0.3	x	11
39	C[C@@H]1CN([C@@H](C)CO)C(=O)Cc2cc(NC(=O)Cn3cnnn3)ccc2O[C@@H]1CN(C)CC1CC1	-14	-0.1	-5	1

Single records, from the list above. Order of values: Tcruzi prolif	KDM4C inh	C diff HTS	Pf Dd2 growth
`C[C@H]1CN([C@@H](C)CO)C(=O)Cc2cc(NS(=O)(=O)c3ccccc3)ccc2O[C@@H]1CN(C)S(C)(=O)=O` across the screens: 9	0.6	-7	18
`Cc1cccc(-c2ccc([C@@H]3[C@H](CO)N4CCCCN(S(=O)(=O)c5ccccc5C)C[C@@H]34)cc2)c1` across the screens: 64	-0.5	-3	-77

(listing goes on)
#	SMILES	Tcruzi prolif	KDM4C inh	C diff HTS	Pf Dd2 growth
41	C[C@H]1CN([C@@H](C)CO)C(=O)c2cc(Br)cnc2O[C@H]1CN(C)Cc1ccncc1	20	0.8	-3	53
42	COc1ccccc1S(=O)(=O)N[C@@H]1C=C[C@H](CC(=O)NCc2cc(F)cc(F)c2)O[C@H]1CO	0	2.0	x	12
43	COc1cccc(C#Cc2ccc3c(c2)O[C@H](CN(C)C(=O)CN2CCOCC2)[C@H](C)CN([C@@H](C)CO)S3(=O)=O)c1	24	1.2	24	-48
44	N#C[C@@H]1[C@H](c2ccc(-c3ccccc3F)cc2)[C@@H](CO)N1C(=O)C1CC1	66	-0.3	11	42
45	C[C@H](CO)N1C[C@H](C)[C@H](CN(C)CC2CCCCC2)Oc2ccc(NC(=O)Nc3ccccc3)cc2CC1=O	x	-1.0	-16	-18
46	CCCN(C)C[C@H]1Oc2ncc(C#CC3(O)CCCC3)cc2C(=O)N([C@H](C)CO)C[C@H]1C	6	-0.4	0	-77
47	Cc1ccc(S(=O)(=O)Nc2ccc3c(c2)CC(=O)N([C@H](C)CO)C[C@H](C)[C@H](CN(C)S(=O)(=O)c2ccc(Cl)cc2)O3)cc1	43	-4.2	40	-62
48	C[C@@H]1CN([C@H](C)CO)C(=O)c2cc(C#CC3CC3)cnc2O[C@@H]1CN(C)C(=O)Nc1ccccc1	107*	0.5	x	-12
49	C[C@@H]1CCCCO[C@H](CN(C)C(=O)c2ccncc2)[C@H](C)CN([C@@H](C)CO)C(=O)c2cc(NS(=O)(=O)c3cn(C)cn3)ccc2O1	20	-1.1	-1	13
50	C[C@@H]1CN([C@H](C)CO)C(=O)c2cc(NS(=O)(=O)c3cccs3)ccc2O[C@H]1CN(C)C(=O)Nc1ccc(C(F)(F)F)cc1	-10	-0.1	2	11
51	CCC(=O)N1C[C@@H](C)[C@H](OC)CN(C)C(=O)c2ccc(NC(=O)COC)cc2OC[C@H]1C	-4	-0.3	x	14
52	CC(C)OC(=O)N(C)C[C@H]1OCc2ccccc2-c2c(n(C)c3ccccc23)C(=O)N([C@@H](C)CO)C[C@H]1C	61	-0.3	x	-79
53	CCCC#Cc1ccc([C@H]2[C@H]3CN(C(=O)c4ccccc4)CC(=O)N3[C@H]2CO)cc1	x	-0.3	5	-13
54	O=C(CN1CCOCC1)N1CC2(C1)[C@@H](c1ccccc1)[C@@H](CO)N2Cc1ccc(F)cc1	x	0.0	19	6
55	C[C@H]1CN([C@@H](C)CO)S(=O)(=O)c2ccc(-c3cccc(F)c3)cc2O[C@H]1CN(C)S(=O)(=O)c1ccc(F)cc1	118*	-0.5	7	-54
56	C[C@H]1CN([C@@H](C)CO)S(=O)(=O)c2ccc(C3=CCCCC3)cc2O[C@@H]1CN(C)Cc1ccccn1	81	1.0	-7	-46
57	CCCN1C[C@H](C)[C@H](OC)CN(C)C(=O)c2ccc(NC(=O)c3ccccc3F)cc2OC[C@H]1C	23	0.3	x	4
58	CC(=O)N(C)C[C@H]1Oc2ncc(C#Cc3ccccc3)cc2C(=O)N([C@@H](C)CO)C[C@H]1C	52	8.6	2	17
59	Cc1ccc(-c2ccc([C@H]3[C@H](CO)N4C(=O)CN(C(=O)Nc5ccc(F)cc5)C[C@@H]34)cc2)cc1	x	-1.5	-1	-20
60	CCCC#Cc1ccc([C@H]2[C@@H](CO)N3C(=O)CN(C(=O)Nc4ccc(F)cc4)C[C@@H]23)cc1	x	0.1	-1	-18
61	C[C@@H]1CN([C@H](C)CO)C(=O)CCCn2nncc2CO[C@H]1CN(C)C	3	x	1	0

Screening results: PubChem, Broad Institute
